Ba/F3 V617F tox = reduced viability of JAK2V617F-dependent Ba/F3 cells, primary screen, JAK2V617F inhibitor project, cell-based, Ba/F3 EpoR-JAK2V617F, luminescence. ATP luminescence. inhibition, % at 5.6 µM. 1.1% of 220,000 active. AID 1446, 2008;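 active = inhibition above the campaign mean plus 3 SD over all tested compounds, cut at about 24% in these data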;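 note: cytokine-independent growth of Ba/F3 cells driven by EpoR plus mutant JAK2; 0% = DMSO-treated cells and 100% = JAK inhibitor I control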
Calpain2 inh = inhibitors of pig calpain II, primary screen, biochemical, fluorogenic peptide substrate, 1536-well; inhibition, % at 16 µM; purified calpain II, 30 min; 0.37% of 220,000 active; AID 1236, 2008;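 active = inhibition above about 50%, limit read from the data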
S1P4 agonist = S1P4 receptor agonists, primary screen, cell-based | S1P4-expressing cell line, agonist reporter assay | 0.35% of 220,000 active | activation, % at 4.98 µM | Sphingosine 1-phosphate receptor 4 (Homo sapiens), O95977; in the data active = activation above about 11%;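 note: 0% = DMSO vehicle and 100% = reference agonist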
EP2 modulator = EP2 receptor modulators, cAMP readout, primary screen, cell-based, HTRF cAMP, PGE2 stimulation; Prostaglandin E2 receptor EP2 subtype (Homo sapiens), P43116; EP2-expressing cells, cAMP HTRF FRET, PGE2 co-stimulation; induction, % at 25 µM; 0.83% of 260,000 active; AID 940, 2007;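 active = compounds whose cAMP rise, as percent of the full-agonist control response, exceeds 60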;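 note: rat C6 glioma line stably carrying human EP2 under a CMV promoter; the protocol text gives 20 µM as final concentration; 100% = response of wells given 1 µM PGE2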
Target sequence (P43116 whole entry, looked up): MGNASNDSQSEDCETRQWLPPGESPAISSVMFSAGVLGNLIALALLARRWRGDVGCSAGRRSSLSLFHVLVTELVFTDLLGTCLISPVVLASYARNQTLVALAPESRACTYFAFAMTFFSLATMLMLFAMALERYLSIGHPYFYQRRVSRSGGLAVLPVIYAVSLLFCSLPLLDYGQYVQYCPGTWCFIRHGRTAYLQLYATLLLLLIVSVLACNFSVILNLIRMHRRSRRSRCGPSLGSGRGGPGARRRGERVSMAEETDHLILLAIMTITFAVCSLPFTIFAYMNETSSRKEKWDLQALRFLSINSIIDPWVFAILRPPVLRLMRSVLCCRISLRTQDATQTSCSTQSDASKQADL
TRPML3 ag = human TRPML3 channel agonists, primary screen, cell-based, HEK293 TRPML3-YFP, Fluo-8 calcium fluorescence, 3 µM; 100% = the carbachol control signal; AID 1448, 2008; Mucolipin-3 (Homo sapiens), Q8TDD5; activation, % at 3 µM; 0.29% of 220,000 active;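 active = activation above its plate's cutoff, the mean activation of the plate's test wells plus 3 SD, cut at about 12% in these data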;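 note: 0% = DMSO only wells and 100% = carbachol wells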
Target sequence (Q8TDD5 whole entry, looked up): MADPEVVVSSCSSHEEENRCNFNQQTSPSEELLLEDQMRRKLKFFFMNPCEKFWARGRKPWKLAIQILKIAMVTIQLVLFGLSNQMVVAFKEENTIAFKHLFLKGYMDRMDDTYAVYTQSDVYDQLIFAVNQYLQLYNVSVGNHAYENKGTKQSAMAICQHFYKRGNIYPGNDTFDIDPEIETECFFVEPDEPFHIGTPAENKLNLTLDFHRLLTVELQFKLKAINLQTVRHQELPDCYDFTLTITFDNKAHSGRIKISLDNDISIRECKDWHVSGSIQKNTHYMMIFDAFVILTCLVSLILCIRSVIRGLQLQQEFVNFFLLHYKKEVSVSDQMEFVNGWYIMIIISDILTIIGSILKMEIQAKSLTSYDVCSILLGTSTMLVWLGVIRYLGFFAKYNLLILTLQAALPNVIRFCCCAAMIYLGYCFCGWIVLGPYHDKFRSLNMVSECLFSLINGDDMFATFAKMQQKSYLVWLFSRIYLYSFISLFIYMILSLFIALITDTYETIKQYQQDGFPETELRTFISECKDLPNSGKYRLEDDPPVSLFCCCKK
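Material: TRPML3-YFP stable HEK293 cells | Dosing: One concentration, 3 µM nominal, 0.3% DMSO | Timing: 125 s total fluorescence read per well | Technique: Fluo-8 calcium dye fluorescence, ex 470-495, em 515-575 nm | Measure: Percent activation from peak-to-basal fluorescence ratio, scaled between DMSO and carbachol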
BaF3 tox = parental Ba/F3 cell viability inhibition, counter-screen for JAK2V617F inhibitor project, murine pro-B, CellTiter-Glo luminescence; CellTiter-Glo ATP luminescence; inhibition, % at 5.6 µM; 1.1% of 220,000 active; AID 1486, 2009;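 active = inhibition above a per-campaign cutoff, the mean inhibition of all tested compounds plus 3 SD, cut at about 27% in these data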;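 note: 0% = DMSO wells and 100% = JAK Inhibitor I control wells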
S1P4 antagonist = S1P4 receptor antagonists, primary screen, cell-based. inhibition, % at 4.98 µM. S1P4-expressing cells, antagonist mode, reporter read-out. AID 1510, 2009. 0.26% of 220,000 active; in the data active = inhibition above about 29%;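 note: 0% = wells stimulated with agonist and 100% = vehicle wells without agonist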
PERK inhibitor = block of dimerizer-induced PERK translation repression, primary screen, PERK inhibitor project, CHO PERK-DD cells, SEAP luminescence, HTS. 0.17% of 220,000 active. Eukaryotic translation initiation factor 2-alpha kinase 3 (Homo sapiens), Q9NZJ5. inhibition, % at 5.6 µM. CHO PERK-DD fusion, SEAP luminescence translation reporter;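 active = inhibition above the mean inhibition of all tested compounds plus 3 SD, set separately per screening campaign, cut at about 2.9% in these data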;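 note: PERK kinase domain activated by AP20187 dimerizer at 100 nM; 0% = DMSO with dimerizer and 100% = rapamycin at 8.4 µM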
zfTRPN1 agonist = zebrafish TRPN1 channel agonists, primary screen, cell-based, HEK293, calcium fluorescence; transient receptor potential cation channel N1 (TRPN1/NompC), Danio rerio; HEK293 zebrafish TRPN1-YFP, Fluo-8 calcium fluorescence; 100% = response to 87 µM carbachol; activation, % at 3 µM; 0.18% of 220,000 active; AID 1424, 2008;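 active = activation above its plate's cutoff, the mean activation of test wells on that plate plus 3 SD, cut at about 19% in these data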;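 note: 0% = DMSO alone and 100% = 87 µM carbachol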
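Material – zebrafish TRPN1-YFP in HEK293 cells · Doses – 3 µM single point · Schedule – dye 1 h 37 °C plus 30 min RT · Signal – Fluo-8 calcium fluorescence, excitation 470-495 nm, emission 515-575 nm · Read-out – % activation versus carbachol response · Control set – carbachol high, DMSO low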
The depositor's hits bear a star; nt = not tested or not shown. Rows are unselected (roughly 3.6% active in at least one column).

No.	Structure	Ba/F3 V617F tox	Calpain2 inh	S1P4 agonist	EP2 modulator	TRPML3 ag	BaF3 tox	S1P4 antagonist	PERK inhibitor	zfTRPN1 agonist
1	O=C(CN1CCOCC1)OCCCC1CCCCC1	-2	24	-0.3	-4	0.8	4	-16	-0.2	1.8
2	O=C(O)COc1ccc(Cl)cc1CO	1	11	1.2	21	-0.2	3	5	0.1	0.5
3	Cc1ccc(C)c(S(=O)(=O)N2CCN(C(C)C(=O)Nc3ccccc3-c3ccccc3)CC2)c1 (configuration not stated)	5	14	0.7	22	-0.9	6	-9	0.1	-1.9
4	O=[N+]([O-])c1cc(S(=O)(=O)N2CCCCC2)ccc1NCCCN1CCOCC1	3	11	-0.1	-1	1.0	11	-14	-0.3	-0.2
5	O=Cc1ccc2noc(-c3ccc(F)cc3)c2c1	3	-83	1.6	39	0.9	3	-10	-0.4	-0.8
6	CCC(C)[C@H](NC(=O)Nc1ccc2c(c1)OCCO2)C(=O)O (some centres not stated)	-1	-16	1.2	3	0.9	-1	-7	2.3	0.2
7	Cc1cc(C)cc(OC(=O)CCN2C(=O)C3C4C=CC(C5CC45)C3C2=O)c1 (configuration not stated)	-2	-11	0.3	-9	-0.6	5	15	1.0	-3.6
8	CCN(CC)CC(=O)Nc1ccc(-c2nc3cc(NC(=O)CN(CC)CC)ccc3o2)cc1	-3	-421	-0.2	-14	-0.2	1	0	-0.1	1.3
9	O=C(CCS(=O)(=O)c1ccccc1)Nc1ccccc1-c1nc2ccccc2s1	-2	-80	0.3	30	0.8	5	-10	1.0	1.1
10	Cc1ccc(C(C)NC(=O)C23CC4CC(CC(C4)C2)C3)cc1 (configuration not stated)	0	-9	0.5	-3	0.3	4	3	0.7	0.1
11	Cc1ccc(/C=C(\C#N)C(=O)NCc2ccco2)o1	-3	24	2.3	48	-0.2	4	-16	0.5	-0.4
12	COCC(=O)N(Cc1cc2cc(OC)ccc2[nH]c1=O)c1ccc(C)cc1	-6	nt	0.0	nt	0.5	0	1	0.2	0.8
13	O=C(O)c1ccccc1C(=O)NC1CCCCNC1=O (configuration not stated)	2	31	0.8	4	-0.5	-1	-17	1.0	1.8
14	COc1ccc(Cc2nnc(NC(=O)CSc3ccc(C)cc3)s2)cc1	3	11	0.9	8	0.2	7	-3	0.5	0.4
15	CCN(C(=O)c1cc(Cl)ccc1OC)C1CCCCC1	-1	-9	-0.1	19	0.1	0	-18	-0.8	-2.4
16	CCOC(=O)c1c(NC(=O)CSc2nnc(-c3cccnc3)o2)sc(C(C)=O)c1C	-2	23	2.8	-6	-0.1	-2	-1	0.9	1.5

Sorted by length of the SMILES (rising): three of the compounds above
No.	Structure	Ba/F3 V617F tox	Calpain2 inh	S1P4 agonist	EP2 modulator	TRPML3 ag	BaF3 tox	S1P4 antagonist	PERK inhibitor	zfTRPN1 agonist
1	O=C(CN1CCOCC1)OCCCC1CCCCC1	-2	24	-0.3	-4	0.8	4	-16	-0.2	1.8
16	CCOC(=O)c1c(NC(=O)CSc2nnc(-c3cccnc3)o2)sc(C(C)=O)c1C	-2	23	2.8	-6	-0.1	-2	-1	0.9	1.5
3	Cc1ccc(C)c(S(=O)(=O)N2CCN(C(C)C(=O)Nc3ccccc3-c3ccccc3)CC2)c1 (configuration not stated)	5	14	0.7	22	-0.9	6	-9	0.1	-1.9

Further structures.
No.	Structure	Ba/F3 V617F tox	Calpain2 inh	S1P4 agonist	EP2 modulator	TRPML3 ag	BaF3 tox	S1P4 antagonist	PERK inhibitor	zfTRPN1 agonist
17	COC1OC(COC(=O)CNC(=O)OC(C)(C)C)C(O)C(O)C1O (configuration not stated)	4	4	3.0	26	0.9	4	10	-0.1	0.2
18	CCn1nc(C)c(C2C(C#N)=C(N)OC3=C2C(=O)CCC3)c1C (configuration not stated)	-1	23	1.4	19	0.3	5	1	0.1	0.7
19	COCCCNc1nc2nonc2nc1N1CCN(Cc2cccc(C)c2)CC1	8	1	1.4	-1	0.8	5	3	-0.1	-0.4
20	CN(C)S(=O)(=O)N1CCN(CC(O)COc2ccc3cc(Br)ccc3c2)CC1 (configuration not stated)	-1	-16	-1.7	-29	1.8	7	0	-0.5	3.8
21	CC(C)(C)C1CCc2c(sc3nc(SCC(=O)O)nc(N)c23)C1 (configuration not stated)	1	-3	0.8	-62	0.6	0	-11	1.9	1.9
22	CCC(C)NC(=O)CS(=O)Cc1nc(-c2ccccc2C)oc1C (configuration not stated)	-1	5	2.3	-4	-0.3	5	-1	-0.2	0.9
23	CN1C(=O)/C(=C/c2ccccc2OCc2cccc(F)c2)N(C)C1=S	-3	-164	2.2	70*	-0.3	3	-5	-0.8	-1.4
24	CCOC(=O)Cc1csc(NC(=O)CSc2nc(C)cc(=O)[nH]2)n1	-3	-5	0.5	24	0.4	1	3	0.3	1.6
25	Cc1cc(N2CCOCC2)c2c(N)c(Br)cc(C)c2n1	-3	6	0.2	-17	0.1	-2	-16	0.6	-1.0
26	COc1cc2c(cc1OC)CN(C(=S)Nc1cccc(Cl)c1C)CC2	-1	-1	-0.5	-37	2.7	-3	-5	-0.7	4.6
27	Cc1nn(-c2ncc(C(F)(F)F)cc2Cl)c(=O)n1-c1ccc(F)cc1	0	16	2.8	-11	-0.9	-2	-8	1.2	0.1
28	COCCn1nnnc1C(c1cccs1)N1CCN(c2nc3ccccc3s2)CC1 (configuration not stated)	1	4	-1.3	2	1.2	2	-7	-1.5	1.8
29	O=C(CN1CCCCCC1)NN(Cc1ccccc1)c1ccccc1	-3	18	-1.9	7	-0.9	1	3	-0.9	-1.2
30	O=C(NCc1cccs1)c1ccc([N+](=O)[O-])cc1	-4	-3	1.2	2	0.0	2	10	0.1	1.1
31	COCCSc1ccccc1C(=O)Nc1cc([N+](=O)[O-])ccc1OC	4	30	-0.9	-24	-0.9	12	-11	0.2	-1.6
32	COc1ccc(/C=C/C(=O)Nc2c(C(=O)O)[nH]c3ccccc23)cc1OC	-4	1	1.4	-7	0.3	-3	-1	0.8	1.0
33	Cc1cc(C)n2nc(-c3cnn(C)c3C(F)(F)F)cc2n1	-3	-43	-0.3	25	0.9	-2	-16	0.7	0.1
34	CC(C)=CCN1CCN(Cc2cc(CC(C)C)n[nH]2)CC1CCO (configuration not stated)	-4	9	-2.0	18	0.4	0	-13	1.2	-1.4
35	CC(=O)Nc1ccc(S(=O)(=O)N2CCC(c3nc4ccccc4[nH]3)CC2)cc1	-3	-30	-1.5	-34	0.1	4	-22	0.1	0.1
36	OC(CNCCCCNCC(O)C(F)(F)F)C(F)(F)F (configuration not stated)	1	0	1.9	21	1.7	3	-8	1.0	1.9
37	CCCCNCCOCCSc1ccc(Cl)cc1	-2	-13	1.6	-24	-0.4	4	-30	0.4	-0.3
38	Cc1cc(=S)n(-c2ccccc2)n1C	-3	25	-0.2	11	0.4	-1	0	-0.2	0.5
39	O=C(O)c1ccc(/C=N/NC(=O)c2ccc(Br)cc2)cc1	-1	-4	0.9	5	0.5	5	1	0.6	0.6
40	c1nc(N2CCCC2)c2[nH]cnc2n1	0	19	0.2	-14	0.2	3	-19	1.0	1.6
41	CCCc1[nH]n(-c2nc3ccccc3s2)c(=O)c1C=NCC1CCCO1 (configuration not stated)	8	2	0.8	-30	-0.5	9	-10	-2.1	-0.3
42	COc1cc(CCC(=O)OCC(=O)NCc2ccccc2)cc(OC)c1OC	3	20	1.8	-16	0.1	4	-4	-0.7	0.6
43	O=C(CCN1C(=O)C2CCCCC2C1=O)Nc1ccc(F)c(F)c1F (configuration not stated)	6	14	-1.9	-8	-0.1	3	-18	-0.7	0.0
44	CCN(CC)S(=O)(=O)c1ccc(Cl)c(C(=O)OC)c1	-4	14	2.0	1	-0.5	0	-1	0.7	-1.2
45	CCc1c(C)sc(NC(=O)c2ccccc2[N+](=O)[O-])c1C(N)=O	3	18	1.3	10	-0.6	10	-5	-0.2	1.0
46	C#Cc1ccc([C@@H]2C=C(C(=O)N3CCOCC3)O[C@H](OCC)[C@H]2CCCO)cc1	3	22	-0.4	6	-0.1	2	-7	-0.2	0.5
47	COc1cc(C=C2C(=O)c3ccccc3C2=O)cc(OC)c1	-5	-6	-0.2	-25	1.1	4	1	0.7	1.3
48	C/C(=N\NC(=O)Cc1csc(N2CCOCC2)n1)c1ccccc1	0	-17	0.8	-16	1.0	3	-12	0.1	-0.6
49	Cc1c(Br)c(=O)oc2c(Br)c(O)c(O)cc12	-5	-121	3.3	-11	-0.1	3	-5	1.6	-0.8
50	O=C(CC1C(=O)NCCN1CC(c1ccccc1)c1ccccc1)NCCc1cn[nH]c1 (configuration not stated)	3	-24	-1.8	-2	0.4	11	0	0.4	1.2
51	CCO[C@H]1OC(C(=O)NCc2nc3ccccc3[nH]2)=C[C@@H](C)[C@@H]1CCCO	-7	19	-1.7	5	0.1	2	-1	1.0	-1.3
52	O=C(N=Nc1c(O)n(Cc2ccccc2)c2ccccc12)c1cc2ccccc2cc1O	0	-95	-1.2	17	0.4	5	-4	0.9	-0.4
53	CCCn1c(N)c(C(=O)CSc2nnc(Cc3ccccc3)o2)c(=O)n(C)c1=O	4	0	-0.4	-5	2.3	7	-10	-0.5	5.4

From PubChem
